TrxR1 inh = qHTS Assay for Inhibitors of Mammalian Selenoprotein Thioredoxin Reductase 1 (TrxR1): qHTS. Thioredoxin reductase 1, cytoplasmic (Rattus norvegicus), O89049. recombinant rTrxR1, NADPH fluorescence consumption, selenite substrate. Potency, µM (doses to about 114 µM), for inactives: top-dose activity change, negative = inhibition, most hits filed as inhibitors. 1% of 390,000 active; further: potency means the concentration at half of the fitted maximal effect; on the % scale 0 is the no-effect control and ±100 the full control effect; nearly all actives have a fitted effect of over 65% in size
Target sequence (O89049 whole entry, looked up): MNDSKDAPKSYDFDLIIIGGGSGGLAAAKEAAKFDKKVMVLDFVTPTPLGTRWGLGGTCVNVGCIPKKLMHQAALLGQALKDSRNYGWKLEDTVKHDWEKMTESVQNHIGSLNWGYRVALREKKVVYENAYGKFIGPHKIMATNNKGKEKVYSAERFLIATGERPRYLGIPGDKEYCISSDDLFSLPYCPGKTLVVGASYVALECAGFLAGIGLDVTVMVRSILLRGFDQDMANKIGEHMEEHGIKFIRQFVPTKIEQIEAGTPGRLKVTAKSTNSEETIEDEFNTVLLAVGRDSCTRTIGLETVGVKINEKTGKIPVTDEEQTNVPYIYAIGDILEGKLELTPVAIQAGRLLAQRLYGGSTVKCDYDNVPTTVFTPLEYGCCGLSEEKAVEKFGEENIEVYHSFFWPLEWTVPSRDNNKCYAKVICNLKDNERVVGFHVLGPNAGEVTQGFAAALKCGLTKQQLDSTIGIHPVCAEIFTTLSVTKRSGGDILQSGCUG
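Rat TrxR1 (90 nM in the dispensed reagent) was pre-reduced with 400 uM NADPH for 5 min at room temperature, then incubated with compound for 15 min. After 400 uM selenite was added, NADPH fluorescence (Ex 340/Em 450 nm) was followed for 8 min.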
RGS4 inh = Inhibitors of Regulator of G Protein Signaling (RGS) 4: qHTS; 0.039% of 390,000 active; AID 504845, 2011; Potency, µM (series often up to 114 µM), for the others: top-dose activity change, negative = inhibition, actives largely listed as inhibitors; Regulator of G-protein signaling 4 (Homo sapiens), P49798; Transcreener GDP fluorescence polarization, RGS4-accelerated GTP hydrolysis; further: potency means the concentration at half of the fitted maximal effect; on the % scale 0 is the no-effect control and ±100 the full control effect; nearly all actives have a fitted effect of over 75% in size; some results filed as inactive show a strong effect at the top dose
Target sequence (P49798 whole entry, looked up): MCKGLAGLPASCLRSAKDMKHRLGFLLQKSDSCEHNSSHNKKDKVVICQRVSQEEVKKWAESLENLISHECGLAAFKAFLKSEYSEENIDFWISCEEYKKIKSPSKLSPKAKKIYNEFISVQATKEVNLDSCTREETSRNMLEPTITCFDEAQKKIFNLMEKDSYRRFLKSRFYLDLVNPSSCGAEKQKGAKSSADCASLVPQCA
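MLSMR compounds (23 nl, pin-transferred) preincubated 10 min at room temperature with a 500nM (2x) first reagent, then RGS4 at 900nM (2x) plus Transcreener GDP mix added; fluorescence polarization (620/688 nm) read before and after 90 min at 30 °C.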
Vif-A3F inh = qHTS for Inhibitors of Vif-A3F Interactions: qHTS; Potency, µM (series often up to 46.1 µM), for inactives: at the highest dose activity, negative = active; 0.2% of 390,000 active; HeLa A3F-eYFP + Vif (tagged APOBEC3F with the HIV-1 protein that degrades it), YFP fluorescence increase; further: potency means the concentration at half of the fitted maximal effect; % of control where 0% means no effect; nearly all actives have a fitted effect of over 65% in size
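HeLa cells stably expressing Vif plus C-terminally eYFP-tagged A3F were seeded, incubated overnight at 37 deg C, dosed with compound, incubated overnight again at 37 deg C. Yellow fluorescence (Ex 488/Em 500-530) reported blocked Vif-mediated A3F-eYFP degradation.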
Glioma ERSR ind = qHTS for Inducers of the Endoplasmic Reticulum Stress Response (ERSR) in Human Glioma: qHTS. U87-MG GRP78 promoter luciferase reporter, 16 h. Potency, µM, inactives show top-dose activation, usual class: activators. 0.02% of 420,000 active. AID 602332, 2012; further: potency means the concentration at half of the fitted maximal effect; series mostly up to about 76 µM; % of control where 0% means no effect; nearly all actives have a fitted effect of over 35% in size
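Stably transfected U87-MG glioma cells carrying a GRP78-based luciferase sensor; 16 h compound incubation. Luminescence end-point read 10 min after Bright-Glo addition at room temperature.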
USP1-UAF1 inh = Inhibitors of USP1/UAF1: Primary Screen; Ubiquitin carboxyl-terminal hydrolase 1 (Homo sapiens), O94782; recombinant USP1/UAF1, Ub-Rhodamine cleavage fluorescence; Potency, µM (doses to about 57.1 µM), for the others: at the highest dose activity change, negative = inhibition, usual class: inhibitors; 0.23% of 390,000 active; AID 743255, 2014; further: potency means the concentration at half of the fitted maximal effect; on the % scale 0 is the no-effect control and ±100 the full control effect; nearly all actives have a fitted effect of over 60% in size; inactives centre near -12
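USP1/UAF1 complex (1 nM) preincubated 15 min at room temperature with compound, then Ub-Rho substrate (150 nM final) added. Kinetic fluorescence at 480/540 nm over 6 reads at 60 s intervals; 50 mM HEPES pH 7.8, 0.5 mM EDTA, 0.1 mg/ml BSA, 1 mM TCEP, 0.01% Tween-20.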
Vif-APOBEC3G blk = qHTS for Inhibitors of Vif-A3G Interactions: qHTS; DNA dC->dU-editing enzyme APOBEC-3G (Homo sapiens), Q9HC16; HeLa A3G-eYFP + Vif (tagged APOBEC3G with the HIV-1 protein that degrades it), YFP fluorescence, overnight; Potency, µM (series often up to 46.1 µM), for the others: at the highest dose activity, negative = active, usual class: inhibitors; 0.076% of 410,000 active;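 further: potency means the concentration at half of the fitted maximal effect; on the % scale 0 is the no-effect control and ±100 the full control effect; nearly all actives have a fitted effect of over 60% in size; hits raise eYFP signal because A3G escapes Vif-driven loss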
Target sequence (Q9HC16 whole entry, looked up): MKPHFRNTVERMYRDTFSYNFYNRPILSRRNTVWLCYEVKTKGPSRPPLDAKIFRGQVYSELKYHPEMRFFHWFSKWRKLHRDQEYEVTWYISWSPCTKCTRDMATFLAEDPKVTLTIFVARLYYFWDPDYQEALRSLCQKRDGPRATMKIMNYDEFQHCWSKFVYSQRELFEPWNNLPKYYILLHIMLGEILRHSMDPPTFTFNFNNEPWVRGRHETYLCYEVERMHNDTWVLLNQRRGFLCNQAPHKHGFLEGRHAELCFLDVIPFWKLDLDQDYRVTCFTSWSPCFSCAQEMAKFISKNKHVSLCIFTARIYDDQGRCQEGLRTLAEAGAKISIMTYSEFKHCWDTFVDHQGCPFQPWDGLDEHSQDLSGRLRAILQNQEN
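Read-out is eYFP fluorescence (Ex 488/Em 500-530) from Vif-expressing HeLa A3G-eYFP cells; more signal means A3G escaped Vif-mediated degradation. Cells plated overnight, compound pinned in, incubated overnight at 37 deg C.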
TrxR1 substrate = qHTS Assay for Substrates of Mammalian Selenoprotein Thioredoxin Reductase 1 (TrxR1): qHTS; Potency, µM (series often up to 114 µM), for the others: top-dose activity change, negative = substrate turnover; 0.01% of 390,000 active; purified TrxR1 substrate turnover, NADPH consumption readout; further: potency means the concentration at half of the fitted maximal effect; on the % scale 0 is the no-effect control and ±100 the full control effect; nearly all actives have a fitted effect of over 50% in size
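Rat TrxR1, dispensed at 90 nM, was prereduced with 400 uM NADPH (final) for 5 min at ~22 deg C, then incubated with compound 15 min before 400 uM selenite. A first-read NADPH fluorescence drop versus no-compound background flagged substrates.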
mIDH1 inhibitor = qHTS for Inhibitors of mutant isocitrate dehydrogenase 1 (IDH1): qHTS; Isocitrate dehydrogenase [NADP] cytoplasmic (Homo sapiens), O75874; IDH1-R132H enzyme, NADPH consumption, diaphorase/resazurin fluorescence; Potency, µM (top dose mostly 76.6 µM), for the others: top-dose activity change, negative = inhibition, usual class: inhibitors; 0.093% of 390,000 active; AID 602179, 2012; further: potency means the concentration at half of the fitted maximal effect; on the % scale 0 is the no-effect control and ±100 the full control effect; nearly all actives have a fitted effect of over 65% in size
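IDH1-R132H (0.5 ug/mL) preincubated 30 min with compound, then NADPH (0.016 mM) and alpha-KG (2 mM) added; 80 min at RT, pH 7.5. Remaining NADPH coupled via diaphorase/resazurin to fluorescence (540/590 nm); concentration-response curves normalized to no-enzyme control.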
LDHA block = qHTS assay for inhibitors of human lactate dehydrogenase; 0.15% of 480,000 active; purified LDHA, NADH/diaphorase-resazurin fluorescence; hits give low values; activity change, % (values are at about 110 or 230 µM); L-lactate dehydrogenase A chain (Homo sapiens), P00338; in the data active means activity change below about -30%; inconclusive means mostly about -25% to -30%;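 further: plate controls were DMSO wells for no effect and wells without enzyme for full effect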
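Resorufin fluorescence (ex540/em590), read at 0 and 20 min after diaphorase/resazurin addition, reports the NADH left after a 5 min room-temperature reaction of 2 nM human LDH5 with 0.06 mM NADH and 0.2 mM pyruvate.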
An asterisk follows results filed as active; ? = inconclusive; [ ] = another dose, or the depositor's remark. Unless noted, the call rests on the fitted dose curve; in most records, active means well fitted curve in the direction sought with a large enough effect; inconclusive means small, poorly fitted or top-dose-only effect, or another doubt; inactive means no such curve, though single readings can be large; an effect the other way counts as inactive or inconclusive.

Results follow in this order: Vif-APOBEC3G blk | TrxR1 substrate | Glioma ERSR ind | Vif-A3F inh | LDHA block | mIDH1 inhibitor | RGS4 inh | TrxR1 inh | USP1-UAF1 inh
> COc1ccc(C(=O)COC(=O)CNC(=O)c2ccc(OC)cc2)cc1
  -1.8% | -1.8%[57.1 µM] | -2.1% | -20.0% | -8.6 | -9.7% | -7.4% | 3.7%[57.1 µM] | -9.8%
> Cc1c(C)c(C)c(S(=O)(=O)N2CCC3(CC2)OCCO3)c(C)c1C
  -1.4% | -9.6% | -3.3% | -4.4% | -4.7 | 12.6% | -22.2% | -4.7% | -6.4%
> O=C(/C=C/c1ccccc1Cl)N1CCN(c2ncccn2)CC1
  -4.2% | -7.2% | 0.2% | 4.0% | -3.9 | 1.0% | 2.9% | -9.2% | -7.1%
> CCOC(=O)c1c(NC(=O)CN2C(=O)NC(C)(c3ccc(Cl)cc3)C2=O)sc(C(=O)NC)c1C (stereo not given)
  -6.7% | -6.8% | -0.3% | -19.2% | -5.7 | -6.9% | -4.6% | -2.9% | -9.5%
> CCc1ccc(S(=O)(=O)NCc2ccc(N3CCN(C)CC3)cc2)cc1
  -0.1% | 3.8% | -2.6% | 0.9% | 3.4 | 0.0% | 4.6% | 7.1% | -11.5%
> Cc1ccc2nc(NC(=O)COC(=O)CSc3nc(C)cc(C)n3)sc2c1
  1.6% | 5.5%[57.1 µM] | 1.3% | -4.7% | 0.7 | 2.4% | -12.5% | 19.5% | -8.6%
> O=C(CN1C(=O)COc2ccccc21)NCc1ccccn1
  1.8% | 8.6% | -4.4% | -0.4% | -1.2 | 0.4% | 19.8% | 28.3% | -13.8%
> COC(=O)c1c(C)[nH]c(C(=O)C(C)OC(=O)C2=NNC(=O)CC2)c1C (stereo not given)
  0.1% | 0.5% | -2.8% | 9.8% | -5.8 | 0.0% | -38.1% | 3.1% | -6.9%
> COc1ccc(-c2noc(CCC(=O)N3CCN(c4ccc(C(F)(F)F)cc4)CC3)n2)cc1
  -1.4% | -0.1% | 3.9% | 0.2% | -6.8 | 4.2% | 10.4% | 16.0% | -1.5%
> O=C(NCCCN1CCOCC1)c1ccc2c(c1)N(Cc1ccc(Cl)cc1)C(=O)c1ccccc1S2=O (stereo not given)
  8.8% | 5.3% | -2.0% | 2.5% | 0.6 | 5.1% | -9.9% | 17.0% | -16.3%
> c1ccc(-c2cn(-c3ccccc3)c3[n+]2CCCS3)cc1
  2.4% | 10.8%[57.1 µM] | -4.2% | 9.3% | -1.0 | 6.4% | -11.2% | 19.6%[57.1 µM] | -7.5%
> c1coc(-c2ccnc(-n3cccc3)n2)c1
  -26.9% | -4.2% | -3.3% | ? | -0.7 | 0.4% | -12.5% | 2.9% | -14.7%
> CCCc1nnc(NC(=O)CCS(=O)(=O)c2ccccc2)s1
  -22.1% | 0.9% | -5.4% | -4.5% | -3.7 | 20.5% | 10.1% | -25.9% | -8.4%
> CC1Cc2nc(SCC(=O)Nc3ccc4c(c3)OCO4)n(-c3ccc(F)cc3)c(=O)c2S1 (stereo not given)
  -0.2% | 1.4%[57.1 µM] | -3.1% | -2.5% | 0.4 | 0.0% | -26.6% | 5.2%[57.1 µM] | -17.0%
> CC(C)(C)NC(=O)C(c1ccc(F)cc1)N(C(=O)CCC(=O)Nc1ccccn1)C1CCCC1 (stereo not given)
  5.5% | -1.0% | -1.3% | -12.5% | -2.5 | -6.6% | -23.0% | 11.7% | -11.9%
> O=C(Nn1c(O)c(C=C2N=c3ccccc3=N2)sc1=S)c1ccc(Cl)cc1
  1.9% | 0.0% | -3.1% | -4.9% | -6.1 | 3.9% | -52.8% | 5.4% | -23.3%
> COC(=O)c1cc(Br)c(=O)n(Cc2ccc3c(c2)OCO3)c1
  1.3% | -9.5% | 1.6% | 1.3% | 0.0 | -1.5% | -6.7% | -6.9% | -19.7%
> CC(=O)N1c2ccc(S(=O)(=O)NCCC(=O)Nc3ccccc3C)cc2CC1C (stereo not given)
  0.4% | -2.8% | 2.4% | -0.3% | -1.6 | -0.7% | 7.9%[56.9 µM] | 2.4% | -8.9%
> CCC(=O)NC1CCN(C(=S)NC)CC1
  -0.3% | -16.0%[57.1 µM] | 0.8% | 0.2% | -7.1 | 1.3% | -19.1% | 16.8%[57.1 µM] | -8.9%
> CC(C)NC(=S)N1CCN(C(c2ccccc2)c2ccccc2)CC1
  4.9% | 1.2% | -3.5% | -17.6% | 1.5 | -1.5% | -19.5% | 16.4% | -20.9%
> O=C(C1CCCN1S(=O)(=O)c1cccc2cccnc12)N1CCc2ccccc2C1 (stereo not given)
  -2.6% | 5.1% | -3.0% | 0.4% | 2.0 | -2.1% | -4.3% | 15.0% | ?
> COc1cc(NC(=O)c2cc(-n3cnnc3)ccc2Cl)cc(OC)c1
  -3.1% | 12.1%[57.1 µM] | -0.1% | -7.6% | 1.2 | 1.5% | 2.8% | 19.7%[57.1 µM] | -6.8%
> COc1ccc(-c2cc(C(F)(F)F)nc(NCc3ccco3)n2)cc1OC
  0.0% | 68.9%[activator] | -0.8% | -10.5% | 7.2 | 4.9% | -34.6% | 4.2% | -21.4%
> Cc1c(C)n(C)c2ccc([N+](=O)[O-])cc12
  -5.0% | 0.4% | 2.2% | -2.1% | -3.9 | 15.6% | 6.3% | 10.6% | -22.5%
> COc1cc(C(=O)Nc2nc(-c3ccc(C)cc3)cs2)ccc1OCC(=O)N1CCOCC1
  -13.2% | -3.5% | 4.0% | 2.6% | -12.9 | -3.4% | -14.3% | 1.8% | -8.9%
> Cc1ccc(N(C(=O)C2CCCO2)C2C=CS(=O)(=O)C2)cc1Cl (stereo not given)
  1.0% | 10.9% | -4.1% | -6.5% | -14.3 | -2.7% | 9.3% | 17.9% | -21.5%
> Cc1ccc(-c2nnc(-c3ccccc3S(=O)(=O)Cc3ccc(Cl)cc3)o2)cc1
  -0.3% | 62.8% | -3.4% | -0.7% | 2.5 | 7.0% | -16.8% | 16.5%[57.1 µM] | -16.2%
> C=CCn1c(-c2ccccc2OCC)n[nH]c1=S
  0.3% | -7.9% | -2.0% | 1.7% | -5.6 | 3.2% | -34.1% | -6.7%[57.1 µM] | -4.1%
> Cc1cc(C)c2c(n1)nn1c(C)c(CCC(=O)NCc3ccc(Cl)cc3)c(C)nc21
  2.1% | 16.9% | -3.4% | -5.5% | -12.9 | 4.8% | 7.5% | 8.2% | -17.2%
> O=C(Nc1ccc(N2CCN(C(=O)c3ccco3)CC2)cc1)c1ccc(Br)cc1
  -0.6% | 1.3% | -6.0% | 1.3% | -1.7 | -9.0% | -44.7% | 17.1% | -22.8%
> CC(C)CC(C(=O)O)N1C(=O)C2C3c4ccccc4C(c4ccccc43)[C@@H]2C1=O (stereo not given in full)
  -5.5% | -1.0% | -2.2% | -1.1% | -8.7 | -4.3% | 13.1% | 1.7% | -0.2%
> O=C(O)CNc1nc(-c2ccccc2)nc2c1oc1ccccc12
  -0.8% | 0.9% | 5.6% | 2.5% | -3.1 | 0.5% | 0.4%[11.4 µM] | 4.1% | -10.2%
> Cn1c(SCC(=O)Nc2ccc3c(c2)OCO3)nnc1-c1cnccn1
  0.4% | -14.2% | -0.6% | -8.3% | -2.8 | 4.2% | 8.4% | -11.2% | -6.3%
> O=C(Cn1c(=O)oc2ccc(Cl)cc21)Nc1ccon1
  2.3% | -0.6% | -10.0% | 10.2% | -1.8 | 15.8% | 11.7% | 14.0% | -4.5%
> Cn1c(=O)[nH]c2cc(-c3noc(-c4ccc(Br)cc4)n3)ccc21
  -1.3% | -0.7%[57.1 µM] | -0.6% | -0.3% | -2.2 | 8.8% | 5.1% | 3.4%[57.1 µM] | -9.9%
> Cc1ccc[n+](-c2[nH]c(=O)sc2/C=N/NC(=O)c2ccccc2[O-])c1
  0.2% | -5.9% | -5.9% | 7.5% | 12.2 | 0.7% | -19.2% | -6.6% | -6.4%
> O=C(Cc1c(F)cccc1Cl)N1CCN(S(=O)(=O)c2cccs2)CC1
  0.9% | -3.2% | -4.0% | -2.6% | -2.4 | -1.2% | 27.5% | -1.1% | -4.3%
> Cc1cnc(NC(=O)Nc2ccc(Cl)cc2)s1
  0.3% | -4.1% | 5.7% | -6.8% | -5.4 | 2.9% | 4.4% | 19.2% | -1.8%
> C=CCOc1ccc2c3c(c(=O)oc2c1)CCCC3
  2.4% | 64.0%[activator] | 3.5% | 10.5% | 1.0 | 0.0% | -0.1%[56.9 µM] | 10.0% | -2.9%

Assay outcomes as filed in PubChem.

A portion of the library; count on the stated rates, not on these rows.
